POLK inh – DNA polymerase kappa (human) inhibition; 400,000 compounds, 0.53% hits; purified Pol kappa, fluorescent DNA synthesis assay, 10 min; AID 588579; Potency, µM (titrated, usually from 107 µM), without a hit: at the highest dose activity, negative = inhibition, actives largely listed as inhibitors; Q9UBT6; further: potency means the concentration at half of the fitted maximal effect; on the % scale 0 is the no-effect control and ±100 the full control effect
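Activity was followed as the change in fluorescence between reads at 0 and 10 min after starting the reaction with 50 nM substrate. Beforehand, 10 nM polymerase had been preincubated with compound for 15 min at room temperature.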
POLB inh – DNA polymerase beta (human) inhibition; P06746; Pol beta primer extension/strand displacement, fluorescence kinetic; Potency, µM (titrated, usually from 114 µM), for the others: top-dose activity change, negative = inhibition, most hits filed as inhibitors; 340,000 compounds, 1.3% hits; AID 485314; further: potency means the concentration at half of the fitted maximal effect; on the % scale 0 is the no-effect control and ±100 the full control effect
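Preincubation: enzyme (10 nM) with compound, 15 min, RT. Reaction: substrate added to 50 nM final. Reads: 0 and 10 min. Analysis: normalized, Hill fit.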
BLM inh – Bloom syndrome helicase (human) inhibition. recombinant BLM DNA unwinding, fluorescence dequenching. P54132. Potency, µM (series often up to 56.1 µM), for the others: at the highest dose activity change, negative = inhibition, most hits filed as inhibitors. AID 2528. 350,000 compounds, 0.2% hits;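 further: potency means the concentration at half of the fitted maximal effect; plate controls were vehicle for no effect and no enzyme for full effect; nearly all actives have a fitted effect of over 35% in size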
LDHA inh – inhibitors of human lactate dehydrogenase A | P00338 | purified LDHA, NADH/diaphorase-resazurin fluorescence; hits give low values | activity change, % (values are at about 110 or 230 µM) | 480,000 compounds, 0.15% hits | AID 1347041; in the data active means activity change below about -30%; inconclusive means mostly about -25% to -30%;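 further: plate controls were DMSO wells for no effect and wells without enzyme for full effect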
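Enzyme activity of human lactate dehydrogenase 5 (2 nM; 0.06 mM NADH, 0.2 mM pyruvate, 5 min, RT) is measured via a resazurin/diaphorase fluorescence readout of residual NADH.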
GRP78 ERSR act – inducers of ER stress response in human glioma cells; U87-MG GRP78 promoter luciferase reporter, 16 h; Potency, µM, without a hit: top-dose activation, most hits filed as activators; 420,000 compounds, 0.02% hits; further: potency means the concentration at half of the fitted maximal effect; series mostly up to about 76 µM; % of control where 0% means no effect; nearly all actives have a fitted effect of over 35% in size
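Stably transfected U87-MG glioma cells carrying a GRP78-based luciferase sensor; 16 h compound incubation. Luminescence end-point read 10 min after Bright-Glo addition at room temperature.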
APEX1 inh – inhibitors of human APE1 endonuclease | P27695 | recombinant APE1, TAMRA/BHQ-2 abasic DNA cleavage fluorescence | Potency, µM (series often up to 65.8 µM), for the others: at the top dose activity change, negative = inhibition, hits mostly inhibitors | 350,000 compounds, 0.35% hits;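 further: potency means the concentration at half of the fitted maximal effect; plate controls were vehicle for no effect and reference inhibitor for full effect; nearly all actives have a fitted effect of over 55% in size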
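0.75 nM APE1 + cpd, 15 min RT; start w/ 50 nM TAMRA/BHQ-2 THF-abasic dsDNA; kinetic fluor 525/598 nm ×3 reads @60 s; Δ(read3−read1); normalized to DMSO and NSC13755 control wells.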
POLH inh – blocks human DNA polymerase eta activity; Potency, µM (top dose mostly 114 µM), for inactives: top-dose activity change, negative = inhibition, hits mostly inhibitors; Q9Y253; AID 588591; 390,000 compounds, 1.2% hits; recombinant Pol eta, fluorescent DNA replication assay; further: potency means the concentration at half of the fitted maximal effect; on the % scale 0 is the no-effect control and ±100 the full control effect
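Fluorescent replication assay: 50 nM final substrate added after a 15 min room-temperature compound preincubation with 10 nM enzyme. Signal taken at 0 min and again at 10 min.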
Pol iota inh – DNA polymerase iota (human) inhibition | Pol iota fluorescent replication assay, 10 min | AID 588590 | Q9UNA4 | Potency, µM (titrated, usually from 115 µM), inactives show top-dose activity, negative = inhibition, actives largely listed as inhibitors | 390,000 compounds, 1% hits; further: potency means the concentration at half of the fitted maximal effect
Target sequence (Q9UNA4 whole entry, looked up): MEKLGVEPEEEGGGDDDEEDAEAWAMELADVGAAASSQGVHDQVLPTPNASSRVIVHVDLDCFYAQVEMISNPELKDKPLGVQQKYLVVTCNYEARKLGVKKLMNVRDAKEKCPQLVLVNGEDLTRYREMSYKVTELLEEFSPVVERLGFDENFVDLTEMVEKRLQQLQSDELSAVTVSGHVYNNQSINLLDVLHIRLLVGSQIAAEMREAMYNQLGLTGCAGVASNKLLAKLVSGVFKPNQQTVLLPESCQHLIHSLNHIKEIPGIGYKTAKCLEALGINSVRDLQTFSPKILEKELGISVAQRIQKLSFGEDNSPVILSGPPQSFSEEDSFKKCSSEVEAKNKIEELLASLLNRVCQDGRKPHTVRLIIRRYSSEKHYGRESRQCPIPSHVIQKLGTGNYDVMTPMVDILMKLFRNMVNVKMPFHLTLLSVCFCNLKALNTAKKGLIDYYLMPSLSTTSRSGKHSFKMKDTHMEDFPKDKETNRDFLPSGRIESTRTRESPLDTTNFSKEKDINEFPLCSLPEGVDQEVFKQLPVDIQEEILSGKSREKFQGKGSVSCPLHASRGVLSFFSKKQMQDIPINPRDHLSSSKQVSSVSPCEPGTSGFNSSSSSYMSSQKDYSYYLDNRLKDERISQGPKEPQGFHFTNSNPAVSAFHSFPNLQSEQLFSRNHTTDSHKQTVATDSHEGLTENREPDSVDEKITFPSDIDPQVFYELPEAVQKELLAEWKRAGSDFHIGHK
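Fluorescent replication assay read twice, at 0 min and 10 min after adding 50 nM (final) substrate. Enzyme (10 nM) and compounds were first incubated 15 min at room temperature; enzyme-free buffer wells were negative controls.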
Apoferritin bind – candidate novel general anesthetic via apoferritin binding | P02791 | apoferritin/1-aminoanthracene competitive binding, fluorescence | Potency, µM (series often up to 77.5 µM), inactives show top-dose activity change, negative = displacement, hits mostly inhibitors | 350,000 compounds, 0.074% hits | AID 485281; further: potency means the concentration at half of the fitted maximal effect; on the % scale 0 is the no-effect control and ±100 the full control effect; nearly all actives have a fitted effect of over 20% in size
Target sequence (P02791 2-175 limits assumed): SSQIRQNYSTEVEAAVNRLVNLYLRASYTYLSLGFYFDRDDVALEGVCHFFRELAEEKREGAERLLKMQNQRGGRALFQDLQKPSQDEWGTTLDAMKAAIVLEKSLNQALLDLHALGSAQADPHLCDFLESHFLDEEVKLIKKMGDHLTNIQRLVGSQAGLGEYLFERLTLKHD
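Apoferritin-based anesthetic binding model; compound displacement of fluorescent 1-AMA measured as endpoint fluorescence after 10 minutes at room temperature, scaled to free-ligand and complex controls.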
Numbers without * were called inactive; ? = inconclusive; . = not tested or not shown; & = joins results of further samples; [ ] = another dose, or the depositor's remark. Unless noted, the call rests on the fitted dose curve; in most records, active means well fitted curve in the direction sought with a large enough effect; inconclusive means small, poorly fitted or top-dose-only effect, or another doubt; inactive means no such curve, though single readings can be large; an effect the other way counts as inactive or inconclusive.

SMILES	POLK inh	POLB inh	BLM inh	LDHA inh	GRP78 ERSR act	APEX1 inh	POLH inh	Pol iota inh	Apoferritin bind
CCC(C)NC(=O)/C=C1\Sc2ccccc2NC1=O (configuration not stated)	7%	0%	2%	1	1%	1%	-7%	-10%	134%[activator]
CCn1c(SCC(=O)Nc2ccc(C(=O)OC)cc2)nnc1-c1cccs1	-8%	-13%	1%	-5	-4%	6%	-16%	?	-9%
CC(C)CC(=O)N(Cc1ccc(F)cc1)C1CCS(=O)(=O)C1 (configuration not stated)	6%	39%	-5%	-2	-3%	6%	-18%	32%[activator]	-12%
Cc1nc(SCC(=O)NC2CCS(=O)(=O)C2)c2c3c(sc2n1)CCCC3 (configuration not stated)	-4%	.	.	-1	1%	-1%	3%	9%	.
CCOc1cc(C)c(C(C)C)cc1S(=O)(=O)NCc1ccccn1	0%	20%	0%	-5	0%	3%	-7%	13%	-6%
CCOC(=O)Nc1ccc(OC)cc1S(=O)(=O)N1CCCCC1	3%	0%	-1%	-5	2%	-5%	-16%	16%	23%
CCOC(=O)Cn1cnc2c(cnn2-c2ccccc2)c1=O	-5%	17%	-4%	-2	-4%	6%	-7%	-18%	0%
Cc1ccc(N=Cc2c(O)c3ccccc3n(C)c2=O)cc1	-6%	?	3%	-2	2%	-27%	-8%	71%[activator]	-4%
COc1cccc(Nc2nc3cc(OC)ccc3cc2C#N)c1	3%	17%	-1%	1	1%	-2%	-11%	-5%	5%
COc1ccccc1NC(=O)N(Cc1ccc2c(c1)OCO2)Cc1nc2ccccc2c(=O)[nH]1	-3%	0%	0%	-1	-1%	0%	-14%	8%	-3%
CC(C)c1ccc(N2CC(C(=O)Nc3nccs3)CC2=O)cc1 (configuration not stated)	-5%	-1%	-3%	-13	-1%	-8%	-7%	5%[58.9 µM]	?
CC(C)c1ccc(OCC(=O)NCCS(=O)(=O)N2CCN(c3ccc(F)cc3)CC2)cc1	5%[60.1 µM]	-2%	1%	1	-1%	.	-16%	32%[activator]	-1%
Fc1ccc(NC(=S)N2CCN(c3cccc(C(F)(F)F)c3)CC2)cc1	-8%	2%	-3%	-8	-5%	-4%	-15%	-2%	2%
O=C(/C=C/c1ccccc1[N+](=O)[O-])c1ccc(F)cc1	-19%	10%	-8%	-1	3%	2%	-2%	150%[activator]	-15%
CC(C)CN1CCN(CCCc2ccccc2)C(CCO)C1 (configuration not stated)	-15%	1%	3%	-5	-4%	23%	-19%	70%[activator]	-4%
O=C(Nc1cc2cccc([N+](=O)[O-])c2oc1=O)c1cccs1	1%	-13%	-1%	-7	1%	2%	-13%	79%[activator]	-1%
CC(C)c1cnc2c(c1SCc1cccc(C(F)(F)F)c1)c(=O)n(C)c(=O)n2C	-10%[60.1 µM]	14%	-3%	-13	-4%	.	-12%	-3%	-9%
COc1cc2cc(CN(CCN3CCOCC3)C(=O)Nc3ccc(F)cc3)c(=O)[nH]c2cc1OC	-4%	7%	-2%	1	-3%	1%	-9%	-6%	-6%
O=C1NC(=O)C(c2ccccc2)(c2ccc(Cl)cc2Cl)N1 (configuration not stated)	-5%	.	.	3	-1%	.	-19%	-11%	.
O=C(NCc1ccco1)c1cc([N+](=O)[O-])ccc1N1CCOCC1	8%	2%	-1%	-1	-5%	24%	-14%	22%	-12%
O=C(Nc1ccncc1)c1ccc(N2CCCC2=O)cc1	-2%	.	.	-10	5%	-12%	0%	41%[activator]	.
O=C(NCC1CCCO1)C(C(=O)c1ccccc1)n1cc(Cl)ccc1=O (configuration not stated)	-3%	5%	-3%	-4	-4%	2%	-20%	16%	-6%
O=C(NCCN1CCOCC1)c1cc(-c2ccc(Cl)s2)nc2ccccc12	3%	-1%	-2%	-5&2	1%	21%	-8%	10%	-1%
COc1cccc(N=C2SC(C(=O)Nc3cccc(Cl)c3)CC(=O)N2C)c1 (configuration not stated)	-14%	-3%	-9%	-10	-3%	.	-22%	-6%	-4%
COc1ccccc1OCC(=O)Nc1cc(S(=O)(=O)N2CCOCC2)ccc1N1CCCCC1	-12%	.	.	-2	-7%	-5%	-12%	26%	.
Cc1ccc2nc(N(CCCN(C)C)C(=O)c3ccc4ncsc4c3)sc2c1	-9%	?	25%	-4	-3%	7%	-7%	-13%	-9%
Cc1cc(C)cc(NC(=S)NN)c1	-5%	1%	-1%	-14	9%	-5%	-12%	99%[activator]	-18%
COC(=O)c1ccc2[nH]c(C(C)(C)O)c(C)c2c1	-3%	3%	0%	-2	3%	16%	-16%	9%	-11%
O=C(NC1CC2CCCC(C1)N2S(=O)(=O)c1ccccc1)C1CCCCC1 (configuration not stated)	-6%	0%	-1%	-1	-3%	-4%	-16%	13%	-4%
C#CCOCCOCCOCCNc1nc(N2CCN(C(=O)C([C@@H](C)CC)n3cc(C(N)COC(=O)C(F)(F)F)nn3)CC2)nc(N2CCN(C(=O)[C@H](Cc3ccc(O)cc3)n3cc(C(N)[C@H](C)CC)nn3)CC2)n1 (some centres not stated)	-13%	.	.	-2	-3%	.	-12%	6%	.
O=S(=O)(Nc1ccccc1N1CCOCC1)c1cccs1	-2%	.	.	0	-2%	29%	-24%	26%	.
Cc1nn(C)cc1CNCc1ccc(OCC(O)CN(C)Cc2ccccc2)cc1 (configuration not stated)	3%	3%	-6%	0	-7%	1%	-9%	29%	-7%
CCOC(=O)c1ccc(NC(=O)CCn2c(=O)c3cccn3c3cccnc32)cc1	-18%	1%	-3%	0	11%	.	?	-16%	-14%
O=C(/C=C/c1ccc2c(c1)OCCO2)c1ccc(O)cc1	-9%	2%	-6%	-7	2%	-2%	-15%	40%[activator]	-4%
CN(C(=O)c1cccc(NC(=O)Cc2cccc(NC(=O)C3CCCN(C(=O)c4ccccc4)C3)c2)c1)C1CCC1 (configuration not stated)	-14%	.	.	-3	-2%	.	-9%	2%	.
CCOc1ccc2[nH]c3nc(SCC(=O)NCC4CCCO4)nnc3c2c1 (configuration not stated)	-14%	-1%	-2%	0	-2%	-6%	-5%	141%[activator]	5%
N#CC1=C(N)OC2=C(C(=O)CCC2)C1c1ccoc1 (configuration not stated)	11%	1%	0%	5	2%	2%	-10%	64%[activator]	-2%
CC(C)Oc1cc(N)c(Cl)cc1Cl	-17%	11%	-7%	-1	-6%	14%	-5%	29%	-13%
O=C(NCc1nc(-c2ccc(C(F)(F)F)cc2)no1)Nc1ccc(OC(F)(F)F)cc1	-11%	7%	-14%	-3	-2%	14%	-12%	-12%	-22%
CC(=O)c1c(C)cc(C)c(CSc2ccccn2)c1C	7%	0%	-3%	-2	1%	4%	-19%	128%[activator]	-7%
Cc1cc2oc(C(=O)N(Cc3ccccc3)C3CCS(=O)(=O)C3)cc(=O)c2cc1Cl (configuration not stated)	-2%	-3%	-1%	-9	-1%	0%	-3%	?	?
CCc1ccc(C(=O)CSc2nnc(C)c(=O)[nH]2)cc1	-10%	-28%	-2%	-8	-2%	5%	-10%	19%	1%
O=C(Cc1c(F)c(F)c(F)c(F)c1F)Nc1nc(-c2ccccc2)cs1	-24%	10%	-13%	0	13%	49%[activator][12.4 µM]	-25%	73%[activator]	-8%
CN(C1CCCCC1)S(=O)(=O)c1ccc(C(=O)N2CCN(c3nc4ccccc4s3)CC2)cc1	0%	23%	-5%	0	-1%	-1%	-22%	8%	-1%

Already shown: an excerpt of the list.
SMILES	POLK inh	POLB inh	BLM inh	LDHA inh	GRP78 ERSR act	APEX1 inh	POLH inh	Pol iota inh	Apoferritin bind
O=C1NC(=O)C(c2ccccc2)(c2ccc(Cl)cc2Cl)N1 (configuration not stated)	-5%	.	.	3	-1%	.	-19%	-11%	.
O=C(NCc1ccco1)c1cc([N+](=O)[O-])ccc1N1CCOCC1	8%	2%	-1%	-1	-5%	24%	-14%	22%	-12%
O=C(Nc1ccncc1)c1ccc(N2CCCC2=O)cc1	-2%	.	.	-10	5%	-12%	0%	41%[activator]	.
O=C(NCC1CCCO1)C(C(=O)c1ccccc1)n1cc(Cl)ccc1=O (configuration not stated)	-3%	5%	-3%	-4	-4%	2%	-20%	16%	-6%
O=C(NCCN1CCOCC1)c1cc(-c2ccc(Cl)s2)nc2ccccc12	3%	-1%	-2%	-5&2	1%	21%	-8%	10%	-1%
COc1cccc(N=C2SC(C(=O)Nc3cccc(Cl)c3)CC(=O)N2C)c1 (configuration not stated)	-14%	-3%	-9%	-10	-3%	.	-22%	-6%	-4%
COc1ccccc1OCC(=O)Nc1cc(S(=O)(=O)N2CCOCC2)ccc1N1CCCCC1	-12%	.	.	-2	-7%	-5%	-12%	26%	.
Cc1ccc2nc(N(CCCN(C)C)C(=O)c3ccc4ncsc4c3)sc2c1	-9%	?	25%	-4	-3%	7%	-7%	-13%	-9%
Cc1cc(C)cc(NC(=S)NN)c1	-5%	1%	-1%	-14	9%	-5%	-12%	99%[activator]	-18%
COC(=O)c1ccc2[nH]c(C(C)(C)O)c(C)c2c1	-3%	3%	0%	-2	3%	16%	-16%	9%	-11%
O=C(NC1CC2CCCC(C1)N2S(=O)(=O)c1ccccc1)C1CCCCC1 (configuration not stated)	-6%	0%	-1%	-1	-3%	-4%	-16%	13%	-4%
C#CCOCCOCCOCCNc1nc(N2CCN(C(=O)C([C@@H](C)CC)n3cc(C(N)COC(=O)C(F)(F)F)nn3)CC2)nc(N2CCN(C(=O)[C@H](Cc3ccc(O)cc3)n3cc(C(N)[C@H](C)CC)nn3)CC2)n1 (some centres not stated)	-13%	.	.	-2	-3%	.	-12%	6%	.
O=S(=O)(Nc1ccccc1N1CCOCC1)c1cccs1	-2%	.	.	0	-2%	29%	-24%	26%	.

This is a subset (hit frequency here may not be typical).
